# Vif-APOBEC3F blk – qHTS for Inhibitors of Vif-A3F Interactions: qHTS; actives 0.2% (n = 390,000); HeLa A3F-eYFP + Vif (tagged APOBEC3F with the HIV-1 protein that degrades it), YFP fluorescence increase; Potency, µM (highest dose often 46.1 µM), without a hit: top-dose activity, negative = active; AID 602313, 2012; note: potency is the fitted concentration of half-maximal effect; % of control where 0% means no effect; nearly all actives have a fitted effect of over 65% in size
#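 HeLa cells stably expressing A3F-eYFP plus Vif, plated and incubated overnight at 37 deg C, then exposed to compounds overnight at 37 deg C. Blocked degradation read as raised yellow fluorescence (Ex 488/Em 500-530).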
# LDHA block – qHTS assay for inhibitors of human lactate dehydrogenase; L-lactate dehydrogenase A chain (Homo sapiens), P00338; purified LDHA, NADH/diaphorase-resazurin fluorescence; active compounds read low; activity change, % (values are at about 110 or 230 µM); actives 0.15% (n = 480,000); AID 1347041, 2019; in the data active = activity change below about -30%; inconclusive = mostly about -25% to -30%;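 note: plate controls were DMSO wells for no effect and wells without enzyme for full effect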
#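 Remaining NADH was detected by diaphorase (0.133 mg/mL) converting 37 µM resazurin to fluorescent resorufin, read at 0 and 20 minutes. The preceding 5-minute room-temperature reaction used 2 nM LDHA, 0.2 mM sodium pyruvate and 0.06 mM NADH at pH 7.4.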
# PI4K2A block – qHTS for small molecular inhibitors of PI4K2A. purified PI4K2A, ADP-Glo luminescence, 1 h; active compounds read low. activity change, negative = inhibition, % at 76.9 µM. actives 0.13% (n = 420,000). AID 1346378, 2018; in the data active = activity change below about -50%; inconclusive = mostly about -30% to -49%;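 note: -100% = wells without enzyme as full effect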
#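 In this quantitative HTS, ADP production by PI4K2A was quantified luminescently after 1 h at ambient temperature; 100 microM adenosine served as plate-quality control.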
# TrxR1 substrate – qHTS Assay for Substrates of Mammalian Selenoprotein Thioredoxin Reductase 1 (TrxR1): qHTS | actives 0.01% (n = 390,000) | Potency, µM (doses to about 114 µM), for inactives: at the top dose activity change, negative = substrate turnover | purified TrxR1 substrate turnover, NADPH consumption readout; note: potency is the fitted concentration of half-maximal effect; % is set by controls: 0 for no effect and ±100 for the full control effect; nearly all actives have a fitted effect of over 50% in size
# Target sequence (O89049 whole entry, looked up): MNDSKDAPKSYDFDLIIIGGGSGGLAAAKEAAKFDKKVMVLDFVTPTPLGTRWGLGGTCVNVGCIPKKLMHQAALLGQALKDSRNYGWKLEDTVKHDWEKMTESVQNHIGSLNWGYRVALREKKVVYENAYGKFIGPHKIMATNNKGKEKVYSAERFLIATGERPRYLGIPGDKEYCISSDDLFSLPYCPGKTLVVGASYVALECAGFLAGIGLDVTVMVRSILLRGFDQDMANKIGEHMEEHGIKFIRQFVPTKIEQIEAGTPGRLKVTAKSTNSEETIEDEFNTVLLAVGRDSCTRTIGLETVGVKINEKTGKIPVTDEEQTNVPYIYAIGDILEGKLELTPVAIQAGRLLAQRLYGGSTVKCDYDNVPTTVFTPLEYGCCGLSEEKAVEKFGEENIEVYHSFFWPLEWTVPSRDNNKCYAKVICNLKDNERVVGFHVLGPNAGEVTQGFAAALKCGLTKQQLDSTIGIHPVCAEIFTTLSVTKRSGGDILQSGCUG
#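 Rat TrxR1, dispensed at 90 nM, was prereduced with 400 uM NADPH (final) for 5 min at ~22 deg C, then incubated with compound 15 min before 400 uM selenite. A first-read NADPH fluorescence drop versus no-compound background flagged substrates.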
# Glioma ERSR ind – qHTS for Inducers of the Endoplasmic Reticulum Stress Response (ERSR) in Human Glioma: qHTS | U87-MG GRP78 promoter luciferase reporter, 16 h | Potency, µM, without a hit: at the highest dose activation, most hits filed as activators | actives 0.02% (n = 420,000) | AID 602332, 2012; note: potency is the fitted concentration of half-maximal effect; series mostly up to about 76 µM; % of control where 0% means no effect; nearly all actives have a fitted effect of over 35% in size
#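 Stably transfected U87-MG human glioma cells carrying a GRP78-based luminescent sensor were seeded at 1000 cells/well, pin-dosed with compounds and incubated 16 h. Luciferase reagent was then added, and end-point luminescence was read after 10 min at room temperature.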
# RXFP1 agonist – qHTS Assay for Agonists of the Relaxin Receptor RXFP1 | Relaxin receptor 1 (Homo sapiens), Q9HBX9 | HEK293T-RXFP1 cAMP TR-FRET, 30 min; response scale: percent of porcine relaxin response, buffer zero | Potency, µM (doses to about 57.5 µM), for inactives: top-dose activation, hits mostly activators | actives 0.3% (n = 370,000); note: potency is the fitted concentration of half-maximal effect; % is set by controls: 0 for no effect and ±100 for the full control effect; nearly all actives have a fitted effect of over 60% in size; many of its hits are not listed in these tables
#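 cAMP rise read by TR-FRET after 30 min, 37C compound exposure (up to 58 uM) in RXFP1-transfected HEK293 cells with Ro 20174 present. EC50 from Hill-equation fits, with 29 nM porcine relaxin as 100% and buffer as basal.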
# Vif-A3G inh – qHTS for Inhibitors of Vif-A3G Interactions: qHTS; actives 0.076% (n = 410,000); DNA dC->dU-editing enzyme APOBEC-3G (Homo sapiens), Q9HC16; HeLa A3G-eYFP + Vif (tagged APOBEC3G with the HIV-1 protein that degrades it), YFP fluorescence, overnight; Potency, µM (series often up to 46.1 µM), inactives show at the top dose activity, negative = active, usual class: inhibitors; AID 602310, 2012;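 note: potency is the fitted concentration of half-maximal effect; % is set by controls: 0 for no effect and ±100 for the full control effect; nearly all actives have a fitted effect of over 60% in size; hits raise eYFP signal because A3G escapes Vif-driven loss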
#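 Read-out is eYFP fluorescence (Ex 488/Em 500-530) from Vif-expressing HeLa A3G-eYFP cells; more signal means A3G escaped Vif-mediated degradation. Cells plated overnight, compound pinned in, incubated overnight at 37 deg C.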
# USP1-UAF1 inh – Inhibitors of USP1/UAF1: Primary Screen; Ubiquitin carboxyl-terminal hydrolase 1 (Homo sapiens), O94782; recombinant USP1/UAF1, Ub-Rhodamine cleavage fluorescence; Potency, µM (top dose mostly 57.1 µM), inactives show at the top dose activity change, negative = inhibition, most hits filed as inhibitors; actives 0.23% (n = 390,000); AID 743255, 2014; note: potency is the fitted concentration of half-maximal effect; % is set by controls: 0 for no effect and ±100 for the full control effect; nearly all actives have a fitted effect of over 60% in size; inactives centre near -12
#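 1 nM enzyme complex + cpd, 15 min RT; start with Ub-Rho 150nM final; kinetic fluorescence ex 480/em 540, 6 reads q60 s. Buffer 50mM HEPES pH 7.8, 0.5mM EDTA, 0.1 mg/ml BSA, 1mM TCEP, 0.01% Tween-20.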
# IDH1 R132H inh – qHTS for Inhibitors of mutant isocitrate dehydrogenase 1 (IDH1): qHTS; IDH1-R132H enzyme, NADPH consumption, diaphorase/resazurin fluorescence; Potency, µM (top dose mostly 76.6 µM), inactives show top-dose activity change, negative = inhibition, hits mostly inhibitors; actives 0.093% (n = 390,000); AID 602179, 2012; note: potency is the fitted concentration of half-maximal effect; % is set by controls: 0 for no effect and ±100 for the full control effect; nearly all actives have a fitted effect of over 65% in size
# Target sequence (O75874 whole entry R132H, stated change not applied): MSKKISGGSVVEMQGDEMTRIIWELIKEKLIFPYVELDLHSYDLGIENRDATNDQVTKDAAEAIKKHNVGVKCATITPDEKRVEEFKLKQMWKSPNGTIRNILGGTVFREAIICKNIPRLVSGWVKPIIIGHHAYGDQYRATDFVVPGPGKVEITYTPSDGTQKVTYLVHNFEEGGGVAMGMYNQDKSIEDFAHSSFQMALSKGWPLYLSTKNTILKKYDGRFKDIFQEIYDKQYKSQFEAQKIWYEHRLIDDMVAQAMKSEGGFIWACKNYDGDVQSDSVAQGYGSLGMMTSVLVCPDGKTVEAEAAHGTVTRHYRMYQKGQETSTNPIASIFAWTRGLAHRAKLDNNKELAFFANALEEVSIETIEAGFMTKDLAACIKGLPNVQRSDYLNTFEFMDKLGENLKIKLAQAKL
#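 IDH1-R132H (0.5 ug/mL dispensed) in pH 7.5 Tris buffer was preincubated 30 min with compound, then given a substrate mix of 0.016 mM NADPH and 2 mM alpha-KG for 80 min at room temperature; remaining NADPH was read by diaphorase/resazurin fluorescence.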
# The depositor's hits bear a star; ? = inconclusive; . = no result given; & = joins results of further samples; [ ] = remark or other dose. Unless noted, calls come from the whole dose curve; as a rule, active = well fitted curve in the direction sought with a large enough effect; inconclusive = small, poorly fitted or top-dose-only effect, or another doubt; inactive = no such curve, though single readings can be large; an effect the other way counts as inactive or inconclusive. A portion of the library; the hit share may differ from the screen's.
SMILES,Vif-APOBEC3F blk,LDHA block,PI4K2A block,TrxR1 substrate,Glioma ERSR ind,RXFP1 agonist,Vif-A3G inh,USP1-UAF1 inh,IDH1 R132H inh
Cn1ncc([N+](=O)[O-])c1C(=O)N/N=C/c1c[nH]c2ccccc12,-10%,-2,5,-8%,-1%,3.5%,-1%,0%,-5%
CCN(CC)c1nc2c(c(=O)[nH]c(=O)n2C)n1Cc1ccccc1,1%,-3,3,-8%,-3%,1.0%,5%,-12%,-2%
CCO[C@@H]1OC(C(=O)N2CCN(Cc3ccccc3)CC2)=C[C@H](C)[C@H]1CCCO,0%,3,1,1%,1%,-0.7%,2%,-13%,5%
COc1ccc(NS(=O)(=O)c2cccc(C(=O)NCC(c3ccccc3OC)N3CCCC3)c2)cc1 (stereo not drawn),8%,-2,-1,-6%,-5%,-1.1%,3%,-1%,-4%
Cc1cc2ccccc2c(=O)n1CC(=O)NC1CCCCCC1,1%,-5,0,-3%,-3%,1.4%,2%,-10%,3%
CC1(C)CC(NC(=O)c2sc3cc(Cl)ccc3c2Cl)CC(C)(C)N1,-9%,-10,5,8%,-5%,0.2%,0%,-8%,-2%
O=C(CC1c2ccccc2Oc2ccccc21)NCc1ccco1,-4%,-15,0,10%,-1%,0.2%,-10%,-10%,15%
O=c1c2sc3nc(N4CCOCC4)c4c(c3c2nnn1Cc1ccccc1)CCCC4,-13%,-5,-6,1%,-3%,2.9%,-5%,-2%,2%
CCOCCn1ccc2c(OCC(=O)Nc3ccccc3F)cccc2c1=O,1%,-3,1,8%,-1%,-2.1%,-4%,-2%,6%
CC(=O)NC(C)(c1ccccc1)c1nc(-c2cncnc2)cs1 (stereo not drawn),.,-3,0,.,-2%,.,-2%,.,.
O=S(=O)(c1ccc(Cl)nc1)N1CCC(Cc2ccccc2)CC1,-1%,0,4,4%,-5%,.,-9%,-16%,11%
Cc1ccccc1-c1nn(-c2ccc(F)cc2F)cc1CNC1CC1,-7%,-13,-3,1%[57.1 µM],-6%,-1.2%,-1%,-13%,9%
CC(C)(C)c1nnc2sc(SCC(=O)c3cccs3)nn2c1=O,2%,-2,3,-7%,-1%,1.7%,-11%,-15%,1%
Cc1ccc(NC(=O)c2ncn(CC(=O)NCc3ccc4c(c3)OCO4)n2)cc1C,7%,-13,-1,2%,2%,.,0%,-1%,-6%
Cc1cccc(Sc2ccc([N+](=O)[O-])cc2[N+](=O)[O-])n1,4%,-1,8,-1%[57.1 µM],-7%,0.3%,-3%,3%,19%
Cc1cc(C)cc(NC(=O)CC23CC4CC(C2)CC(n2nnc(C)n2)(C4)C3)c1,-30%,0,-5,-12%,-1%,-2.0%,4%,1%,0%
Cc1ccc(CNC(=O)C2CCN(S(=O)(=O)c3c(C)noc3/C=C/c3cccs3)CC2)cc1,-4%,1,10,1%,-2%,4.7%,6%,3%,0%
Brc1ccc(N=Cc2ccccn2)cc1,1%,-6,1,-2%,2%,1.9%,-1%,-14%,-2%
CCOc1cc(/C=C/C(=O)O)ccc1OCCOc1ccc(F)cc1,-1%,-4,0,7%,-3%,4.3%,1%,-12%,5%
Cc1ccc(O)c(NC(=O)CCC2CCCCC2)c1,-3%,1,-11,9%[57.1 µM],4%,6.1%,-6%,-20%,6%
CCCCC(=O)OCc1nc(N)nc(Nc2ccccc2C)n1,-10%,-3,1,-2%,3%,-0.8%,-3%,-2%,7%
CCOC(=O)c1ccc(Nc2cc(C)nc(C)c2C(=O)OCC)cc1,-7%,-2,-8,8%[57.1 µM],-5%,2.6%,1%,-6%,12%
O=C(Nc1ccccc1O)N1c2ccccc2Sc2ccccc21,2%,0,1,-7%,-4%,-0.4%,-3%,-7%,-11%
N#C/C(=N\Nc1cc(Cl)cc(Cl)c1)c1nnc2n1CCCCC2,4%,-4,1,-4%,4%,-0.4%,4%,-8%,-4%

# Reformatted: entries from further up.
compound	Vif-APOBEC3F blk	LDHA block	PI4K2A block	TrxR1 substrate	Glioma ERSR ind	RXFP1 agonist	Vif-A3G inh	USP1-UAF1 inh	IDH1 R132H inh
Cc1ccc(CNC(=O)C2CCN(S(=O)(=O)c3c(C)noc3/C=C/c3cccs3)CC2)cc1	-4%	1	10	1%	-2%	4.7%	6%	3%	0%
Cc1ccc(O)c(NC(=O)CCC2CCCCC2)c1	-3%	1	-11	9%[57.1 µM]	4%	6.1%	-6%	-20%	6%

# Next section:
SMILES,Vif-APOBEC3F blk,LDHA block,PI4K2A block,TrxR1 substrate,Glioma ERSR ind,RXFP1 agonist,Vif-A3G inh,USP1-UAF1 inh,IDH1 R132H inh
COc1ccc(C(CCNCc2ccc(N(C)C)cc2)c2ccccc2OC)cc1 (stereo not drawn),-7%,0,6,5%[57.1 µM],-2%,-0.3%,0%,?,3%
CCN(CC)CCCNC(=O)c1nn(-c2ccc(OC)c(Cl)c2)c(=O)c2c1c1ccccc1n2C,1%,-4,0,4%,-1%,6.5%,0%,-4%,-4%
Cc1ccc(Cc2ccccc2C(=O)O)cc1,4%,-1,0,6%[11.4 µM],-1%,.,-4%,-3%,7%
C[C@H](CO)N1C[C@H](C)[C@H](CN(C)C(=O)N[C@H](C)c2ccccc2)OCc2ccccc2-c2c(n(C)c3ccccc23)C1=O,-8%,-3,-6,.,-7%,.,-5%,-18%,4%
COc1ccccc1CN1CCC(CNS(=O)(=O)c2cc(-c3onc(C)c3C)ccc2OC)CC1,-10%&-8%,-5&0,-5&1,0%,-2%&-4%,0.0%&0.3%,0%&3%,-11%&2%,-5%&10%
COCCn1c(SCC(=O)c2ccc(F)cc2)nnc1C(C)C,.,-1,2,5%,5%,-0.4%,0%,-10%,1%
COCC(C)NC(=S)NCCc1ccc(Cl)cc1Cl (stereo not drawn),?,1,-1,0%,-3%,-1.2%,-5%,-17%,9%
COc1ccc(C(C(=O)NC2CCCCC2)N(C(=O)CCl)c2ccc(C)cc2)cc1 (stereo not drawn),0%,-9,13,2%,-10%,1.6%,-1%,1%,-2%
CCCS(=O)(=O)C(=C(Nc1ccc(OC)cc1)Nc1ccc(OC)cc1)S(=O)(=O)CCC,0%,-2,1,-4%,5%,-0.8%,0%,-61%,-3%
Cn1c(=O)c2c(nc(SCC(=O)c3cccs3)n2Cc2ccc(F)cc2)n(C)c1=O,-7%,-4,-1,5%,0%,?,0%,-1%,7%
CC(C)C[C@H](NC(=O)N1CCn2c1nc1ccccc12)C(=O)NCC1CCCO1 (stereo partly drawn),3%,-8,10,-2%,2%,0.1%,-3%,-24%,-10%
O=c1c(C(c2ccc(O)cc2)c2c(O)nc3n(c2=O)CCCS3)c(O)nc2n1CCCS2,-1%,-6,?,12%,-6%,2.5%,-1%,-22%,4%
CC1CCCN(C(=O)CNC(=O)c2sc3ccccc3c2Cl)C1 (stereo not drawn),-4%,1,-6,-1%,5%,0.7%,-5%,-10%,3%
O=C(COC(=O)c1ccc(OC(F)F)cc1)NCc1cccs1,2%,-2,1,0%,-3%,.,-5%,-19%,-2%
COc1ccccc1Cc1c(-c2ccc(C#N)cc2)nc2ccc(Br)cn12,.,-6,-5,.,-2%,.,-4%,.,.
COc1ccc2cc(C(=O)OC(C)C)sc(=O)c2c1OC,8%,-2,-2,8%[57.1 µM],0%,3.3%,3%,-12%,2%
CCOc1ccc(CN2CCNC(=O)C2CC(=O)NCCCC2CCCC2)cc1 (stereo not drawn),-10%,-3,1,4%,1%,0.1%,0%,-17%,1%
Cc1ccccc1NC(=O)C(Cc1ccccc1)n1cccc1 (stereo not drawn),-3%,-6,-1,-3%,3%,0.6%,1%,?,9%
CCC(CC)NC(=O)c1cc([N+](=O)[O-])ccc1N1CCOCC1,-9%,-4,0,-1%,-5%,1.0%,0%,-6%,1%
FC(F)(F)c1ccc(-c2nnc(-c3cccnc3)o2)cc1,0%,-1,-4,-5%,7%,3.3%,-3%,-3%,4%
COc1ccc(C2C(C#N)=C(C)NC3=C2C(=O)c2ccccc23)cc1 (stereo not drawn),-9%,4,11,-3%[57.1 µM],-2%,9.3%,-28%,-1%,-1%
Cc1ccc(C)c(CN2C(=O)c3ccccc3S(=O)(=O)c3ccc(C(=O)N4CCN(c5ccccn5)CC4)cc32)c1,.,-2,-1,-4%,.,0.3%,.,-7%,.
O=C(/C=C/c1ccccc1[N+](=O)[O-])N1CCN(c2ccccc2F)CC1,2%,-3,-1,-4%,1%,1.2%,-1%,-20%,-1%
Cn1c(=O)c2c(nc(Br)n2Cc2ccccc2Cl)n(C)c1=O,-13%,-6&3,-2,3%[57.1 µM],-6%,-0.6%,-4%,-11%,-3%
Cc1noc(C)c1C(=O)N1CCC1(C)C(=O)NS(=O)(=O)c1ccc(Cl)cc1 (stereo not drawn),.,-6,-5,.,0%,.,1%,.,.
O=C(COC(=O)CCSc1ccc(F)cc1)NCc1ccc(F)cc1,9%,-2,2,-4%,1%,.,-1%,1%,5%

# Bioassay records as filed in PubChem.
